Salmonella PhoP GFP = Inhibition of PhoP regulon, Salmonella typhi GFP reporter cells, confirmation, 4 h (AID 1850) | Salmonella Typhi PhoP-promoter GFP reporter, fluorescence, 4 h; higher % means a stronger effect | inhibition, % at 50 µM, or IC50 in µM where a hit was titrated | 310,000 compounds, 0.33% hits; in the data active = a potency from the dose series; inconclusive = inhibition mostly from about 25% at the one dose, without a potency; inactive = the rest, 99 in 100 with inhibition below about 19%;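 note: 0% = induced wells with vehicle and 100% = uninduced wells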
H1N1 NS1A inhibition = NS1A inhibition, H1N1 influenza, cell based functional assay (AID 504329); NS1A functional cell-based assay, percent inhibition; higher % means a stronger effect; one-dose inhibition, % at 12.5 µM; IC50 in µM for titrated hits; 340,000 compounds, 0.3% hits; in the data active = a potency from the dose series; inconclusive = inhibition above about 27% without an active follow-up result; note: strong numbers were not always called active
VEEV TC-83 Vero = inhibitors of VEEV TC-83 cytopathic effect, confirmation, Vero cells (AID 588727); Vero cells, VEEV TC-83 cytopathic effect inhibition; higher % means a stronger effect; 350,000 compounds, 0.13% hits; one-dose inhibition, % at 20 µM; IC50 in µM for titrated hits; in the data active = a potency from the dose series; inconclusive = inhibition mostly from about 14% at the one dose, without a potency; inactive = the rest, 99 in 100 with inhibition below about 12%; note: strong numbers were not always called active
tuberculosis growth = growth inhibition of non-replicating M. tuberculosis (AID 488890); inhibition, % at 25 µM, or IC50 in µM where a hit was titrated; Mycobacterium tuberculosis non-replicating, growth inhibition; higher % means a stronger effect; 320,000 compounds, 0.39% hits; in the data active = a potency from the dose series; inconclusive = inhibition mostly from about 82% at the one dose, without a potency; inactive = the rest, 99 in 100 with inhibition below about 76%;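 note: plate controls were DMSO cells for no effect and high antibiotic wells for full effect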
H37Rv inhibition = M. tuberculosis growth inhibition, HTS (AID 449762); 330,000 compounds, 0.59% hits; M. tuberculosis H37Rv growth inhibition, 7H9 media; higher % means a stronger effect; one-dose inhibition, % at 25 µM; IC50 in µM for titrated hits; in the data active = a potency from the dose series; inconclusive = inhibition above about 70% without an active follow-up result;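 note: bacterial growth assessed after seven days of incubation; strong numbers were not always called active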
VEEV TC-83 Vero 10K pilot screen = also measured in VEEV TC-83 Vero; calls as there; inhibition, %; measured here: 10K pilot screen inhibition
Numbers without * were called inactive; i = inactive; ? = inconclusive; . = not tested or not shown.

SMILES | Salmonella PhoP GFP | H1N1 NS1A inhibition | VEEV TC-83 Vero | tuberculosis growth | H37Rv inhibition | others
CCOc1cc(Br)cc(/C=C2\SC(=Nc3ccccc3)NC2=O)c1O | 6.3% | -1.1% | 1.6% | 10.3% | 4.6%
COCCN(C(=O)COC(=O)c1ccc(-c2ccccc2)cc1)c1c(N)n(Cc2ccccc2)c(=O)[nH]c1=O | . | -4.3% | 2.4% | . | .
COCCCNc1nc(N)c([N+](=O)[O-])c(Nc2ccccc2OC)n1 | 4.6% | . | 7.8% | 2.2% | 1.1%
O=C(c1ccc(C(F)(F)F)cc1)C1CCCN(C(=O)CCc2cnccn2)C1 (centres undefined) | -5.3% | 3.5% | 0.5% | 4.6% | 2.4%
O=C(Cn1c(=O)sc2ccccc21)Nc1ccc(S(=O)(=O)N2CCCCC2)cc1 | -18.4% | -1.4% | 4.1% | 43.0% | -1.5%
Cc1ccc(CN(CC2CCCO2)C(=O)CN2C(=O)C(C(C)C)Oc3ccccc32)o1 (centres undefined) | -6.2% | 2.1% | 3.2% | 34.0% | 1.9%
CC1(C)CN(c2ccc(CC#N)cc2)C1=O | 1.2% | 7.4% | i | -0.2% | -2.9%
COC(=O)c1ccc(Cl)c(NC(=O)NC23CC4CC(CC(C4)C2)C3)c1 | 6.4% | -5.3% | 4.4% | 7.7% | 1.1%
CC(=O)Nc1ccc(NC(=O)C(C)OC(=O)c2cccc(S(=O)(=O)N3CCCC3)c2)cc1 (centres undefined) | 2.5% | -1.3% | 1.1% | -0.8% | -6.1%
CCOC(=O)C1=C(C2=CCCCC2)c2ccc(OC)cc2N(S(=O)(=O)C(F)(F)F)C1C(=O)OCC (centres undefined) | . | -1.6% | 4.9% | . | .
COC(=O)c1cc2occc2n1Cc1nc(-c2cccc(Cl)c2)oc1C | -3.3% | 0.0% | 2.3% | -15.4% | -6.0%
O=S(=O)(c1ccc(Cl)s1)N1CCCc2cccc(O)c21 | 0.8% | -2.4% | 3.8% | 52.4% | 7.0%
COc1ccc(OCC(=O)O/N=C(\N)Cc2ccc(Cl)cc2)cc1 | 6.5% | 7.0% | i | 71.0% | 3.9%
O=C1COc2ccc(S(=O)(=O)N3CCCC3)cc2N1 | 4.6% | -8.7% | 1.5% | -6.5% | 2.4%
CC(=O)Nc1ccc(-c2csc(NC(=O)c3ccc(C)o3)n2)cc1 | -16.1% | -8.4% | 13.1% | -5.5% | 2.3%
O=C(c1ccc2c3c(cccc13)CC2)C1CCCN(C(=O)c2cc[n+]([O-])cc2)C1 (centres undefined) | -7.6% | 5.5% | 0.2% | 11.1% | -8.2%
O=C(Nc1ccccc1C(=O)N/N=C/c1ccc(O)cc1)c1ccccc1 | 18.8% | 0.8% | 0.6% | 17.6% | -1.2%
CS(=O)(=O)c1ccc(N2CCOCC2)c(S(C)(=O)=O)c1 | -11.4% | 1.5% | i | 4.2% | -11.9%
Cc1nn(-c2ccccc2)c2nc(C(F)(F)F)[nH]c(=O)c12 | -5.7% | -2.5% | 0.3% | 57.0% | 13.0%
COc1cccc(-n2nnnc2SCC(=O)N2CCCc3ccccc32)c1 | 0.6% | -17.3% | i | 51.7% | 5.0%
Cc1cc(C)cc(N2C(=O)CC(N(C(=O)c3ccco3)c3cc(C)cc(C)c3)C2=O)c1 (centres undefined) | 6.5% | -5.9% | 1.9% | -7.8% | -0.1%
COc1ccc(Oc2ccc(S(=O)(=O)N3CCCCC3)cc2S(=O)(=O)N2CCCCC2)cc1 | 0.6% | -4.5% | i | 40.9% | 5.9%
CCOC(=O)c1c(CN2CCN(C)CC2)n(-c2ccccc2)c2cc(Br)c(O)cc12 | 5.1% | -5.9% | 2.5% | 67.3% | ?
O=C(COC(=O)c1ccccc1F)c1ccc(-n2nncc2-c2ccco2)cc1 | -1.5% | 2.4% | 2.2% | 27.7% | 1.5%
Cc1cc(NC(=O)Cn2nc3c(cc2=O)CCCC3)ccc1Br | -5.7% | 14.2% | 2.1% | 7.2% | -1.4%
Later entries.
SMILES | Salmonella PhoP GFP | H1N1 NS1A inhibition | VEEV TC-83 Vero | tuberculosis growth | H37Rv inhibition | others
COc1ccc(N2CCN(C(=O)CCc3nnc4ccc(N5CCCC5)nn34)CC2)cc1 | 0.0% | 0.5% | 1.3% | -8.7% | -5.2%
COc1ccc(C(=O)NCCc2ccccn2)cc1S(=O)(=O)Nc1ccc(Br)cc1 | . | -1.8% | 9.1% | 22.1% | -6.2%
Cc1cc(Oc2ccc(C#N)cc2)nc(NCc2ccccc2)n1 | -2.1% | 3.4% | 2.3% | 6.6% | -0.7%
O=C(O)c1ccc(OS(=O)(=O)c2ccc(Cl)s2)c(Cl)c1 | . | -16.5% | i | 1.3% | -9.5%
Cc1cc(C)cc(NC(=O)NC(C)C2CCCO2)c1 (centres undefined) | 0.7% | 2.7% | i | -5.7% | 7.2%
CC#CC[N+](C)(C)CCCCCCCCCCCC | -6.2% | -1.5% | i | 79.7% | 15.4%
Cc1ccc(S(=O)(=O)CC(O)COc2ccc(C#N)cc2)cc1 (centres undefined) | -0.9% | -1.5% | 1.0% | -0.3% | -3.6%
O=S(=O)(Nc1ccc(-c2nc3ccccc3o2)cc1)c1ccccc1 | 1.6% | 4.5% | i | 15.8% | 1.9%
O=C(NNC1CC(=O)N(c2ccc(Cl)cc2)C1=O)c1ccccn1 (centres undefined) | -6.9% | 3.0% | i | 43.3% | ?
CC(=O)Nc1ccc(S(=O)(=O)NC2CC(=O)N(c3ccc(C)cc3)C2)cc1 (centres undefined) | -2.9% | -10.2% | 3.1% | -2.5% | 0.1%
Cc1ccn2c(/C=N/OCc3cccc(F)c3)c(-c3ccc(Cl)cc3)nc2c1 | 8.3% | -0.1% | 1.4% | 10.4% | 12.5%
Cc1cccc(NC(=O)CN2C(=O)NC3(CCCC3)C2=O)n1 | -1.0% | -13.3% | 1.0% | -4.6% | 0.4%
CCN1CCCC1CNC(=O)Cn1cccc1C(=O)c1ccccc1C (centres undefined) | -4.4% | 3.2% | i | -9.3% | -5.1%
O=C(Nc1ccccc1N1CCCC1)c1cc(S(=O)(=O)N2CCOCC2)ccc1Cl | 5.6% | 1.3% | 4.4% | 12.7% | 8.5%
COc1ccccc1NC(=O)COC(=O)CNC(=O)c1ccc(OC)c(OC)c1 | -3.5% | 2.1% | 5.9% | 1.2% | -0.2%
Cc1cccc(C)c1OCC(=O)Nc1ccc(S(=O)(=O)Nc2ccccn2)cc1 | 0.7% | -12.8% | 1.4% | 8.6% | -0.4%
COc1cc2c(CCNC(C)=O)c[nH]c2cc1O | 8.3% | 4.3% | i | -14.3% | 15.4%
CCOC(=O)c1c(-c2ccccc2)c2cc(OC)ccc2n1CCCN(C)C | -3.1% | -4.4% | ? | ? | 47.1%
CCOc1ccc(C(=O)N2CCC3(CC2)NCCc2[nH]cnc23)cc1 | 6.7% | 13.9% | i | -14.8% | 4.2%
N#Cc1ccc(CCc2ccccc2)[nH]c1=O | . | -5.0% | 2.3% | . | .
C/C(=N\NC(=O)c1cc(Br)ccc1O)c1cccs1 | 1.9% | 0.0% | 0.4% | ? | 13.1%
O=C(c1ccc(NS(=O)(=O)c2cccs2)cc1)N1CCCCC1 | -17.2% | 6.1% | 0.2% | -0.2% | -9.2% | VEEV TC-83 Vero 10K pilot screen=0.7
Nc1nc(=S)c2ncn([C@@H]3O[C@H](CO)[C@@H](O)[C@H]3O)c2[nH]1 | 18.1% | -2.7% | 1.8% | 30.2% | -2.8%
CC(C)n1nc(C(=O)Nc2cccc(S(=O)(=O)NCc3ccco3)c2)c2ccccc2c1=O | 0.1% | 0.0% | ? | 8.8% | -6.8%
C[C@H](O)[C@@H](C(=O)N1CCN(C(=O)OC(C)(C)C)CC1)n1cc(CCCCNC(=O)OC(C)(C)C)nn1 | -6.9% | 0.8% | 1.8% | -4.1% | 4.5%

The closing 6 entries of the part before open the next one.
SMILES | Salmonella PhoP GFP | H1N1 NS1A inhibition | VEEV TC-83 Vero | tuberculosis growth | H37Rv inhibition | others
N#Cc1ccc(CCc2ccccc2)[nH]c1=O | . | -5.0% | 2.3% | . | .
C/C(=N\NC(=O)c1cc(Br)ccc1O)c1cccs1 | 1.9% | 0.0% | 0.4% | ? | 13.1%
O=C(c1ccc(NS(=O)(=O)c2cccs2)cc1)N1CCCCC1 | -17.2% | 6.1% | 0.2% | -0.2% | -9.2% | VEEV TC-83 Vero 10K pilot screen=0.7
Nc1nc(=S)c2ncn([C@@H]3O[C@H](CO)[C@@H](O)[C@H]3O)c2[nH]1 | 18.1% | -2.7% | 1.8% | 30.2% | -2.8%
CC(C)n1nc(C(=O)Nc2cccc(S(=O)(=O)NCc3ccco3)c2)c2ccccc2c1=O | 0.1% | 0.0% | ? | 8.8% | -6.8%
C[C@H](O)[C@@H](C(=O)N1CCN(C(=O)OC(C)(C)C)CC1)n1cc(CCCCNC(=O)OC(C)(C)C)nn1 | -6.9% | 0.8% | 1.8% | -4.1% | 4.5%
Oc1ccc2ccccc2c1-c1sc(Nc2ccccc2)n[n+]1-c1ccc(F)cc1 | -159.7% | -4.9% | 0.7% | -1.9% | 18.8%
CN(C)S(=O)(=O)c1ccc(C(=O)Nc2nnc(Cc3ccccc3)s2)cc1 | 3.1% | -6.5% | 0.4% | -17.5% | 2.6%
O=C(C1CC(=O)N(c2ccc(F)cc2)C1)N1CCN(c2ccccc2)CC1 (centres undefined) | -7.6% | -4.1% | 0.5% | -4.6% | -1.8%
Cc1noc(C)c1COc1ccc(C(=O)NCC2CCCO2)cc1 (centres undefined) | 8.5% | 13.2% | 1.8% | -1.9% | -4.9%
CSc1ccc(CCNC(=O)C2CCCN(c3nn4c(=O)cc(C)nc4s3)C2)cc1 (centres undefined) | -6.3% | -2.6% | 0.1% | 6.0% | 4.5%
O=C(CN1C(=O)NC2(CCCC2)C1=O)N1CCCSC1=Nc1ccccc1 | . | -5.9% | 0.3% | . | .
COc1ccc(CC(=O)NCc2cccs2)cc1 | 9.5% | -2.8% | 1.1% | 54.1% | -2.1%
COc1cccc(N=Cc2c(O)c3ccccc3oc2=O)c1 | -0.6% | -5.1% | 7.1% | 64.7% | 6.8%
O=C(NC(=S)Nc1cccc([N+](=O)[O-])c1)C1CCCC1 | -0.7% | -3.4% | 6.2% | ? | 7.0%
Nc1ccc(-c2nc3ncccc3o2)c(Cl)c1 | -1.6% | -2.2% | 1.7% | 4.5% | 9.7%
O=C(Cc1c[nH]c2ccccc12)NC1(C(=O)NC2CCCCC2)CCCCC1 | 9.6% | 15.0% | 0.3% | -20.6% | 0.2%
Cc1ccc(NC(=O)Nc2cc(S(=O)(=O)N(C)C)ccc2C)cc1 | -0.9% | -1.3% | 4.4% | 19.8% | -2.6%
Cc1cnc(C(=O)OCc2csc(CC(=O)Nc3ccccc3C)n2)cn1 | -0.5% | 2.4% | 0.9% | 38.1% | -1.1%
O=C(CN(C(=O)CCC(=O)Nc1ccccn1)c1ccc2c(c1)OCCO2)NCCc1ccccc1 | 21.1% | -4.1% | 0.7% | 0.0% | -0.7%

Assay outcomes deposited in PubChem by Southern Research Specialized Biocontainment Screening Center.
